NR5A2 inv ag – inverse agonists of human LRH-1 (NR5A2); inhibition, % at 3.6 µM; O00482; hit rate 0.13% among 360,000; AID 602396; HEK293T StAR-luciferase reporter, LRH-1 transfected, 24 h;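 active = inhibition above the mean inhibition of all tested compounds plus 3 SD, cut at about 73% in these data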;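 note: 0% = DMSO wells and 100% = reporter-only cells lacking LRH-1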
Target sequence (O00482 whole entry, looked up): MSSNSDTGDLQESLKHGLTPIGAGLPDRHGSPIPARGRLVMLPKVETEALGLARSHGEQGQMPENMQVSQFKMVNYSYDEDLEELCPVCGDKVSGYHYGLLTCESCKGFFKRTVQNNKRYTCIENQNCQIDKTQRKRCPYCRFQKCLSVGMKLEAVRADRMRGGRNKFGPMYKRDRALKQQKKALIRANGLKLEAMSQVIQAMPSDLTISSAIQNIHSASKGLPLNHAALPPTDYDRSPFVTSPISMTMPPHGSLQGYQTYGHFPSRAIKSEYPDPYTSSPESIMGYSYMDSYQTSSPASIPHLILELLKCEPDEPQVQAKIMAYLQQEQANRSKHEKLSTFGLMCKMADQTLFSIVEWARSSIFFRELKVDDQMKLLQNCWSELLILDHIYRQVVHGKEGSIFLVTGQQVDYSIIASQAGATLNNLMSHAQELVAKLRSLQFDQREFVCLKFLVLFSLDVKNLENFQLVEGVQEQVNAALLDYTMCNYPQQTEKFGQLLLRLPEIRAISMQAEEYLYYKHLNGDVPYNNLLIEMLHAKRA
TROY NFkB inh – blocks TROY-dependent signaling in reporter cells. Q293 LMP1-TROYcd NF-kB luciferase reporter, 4 h. inhibition, % at 10 µM. hit rate 0.98% among 360,000. AID 1347056;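 active = compounds whose plate-normalised and pattern-corrected inhibition of the luciferase reporter signal at the single screening dose is 50% or more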
NCOA2 inhibitor – human SRC2 (NCOA2) inhibition. Q15596. HEK293 GAL4-SRC2 luciferase reporter, luminescence. inhibition, % at 9 µM. hit rate 0.17% among 370,000;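 active = inhibition above the mean inhibition of all tested compounds plus 3 SD, set per campaign, cut at about 52% in these data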;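 note: 0% = DMSO treated cells and 100% = cells given Gossypol at 36 µM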
NOD2 RIPK2 PPI – inhibitors of human NOD2-RIPK2 interaction; CHO BLA complementation NOD2-RIPK2, CCF4 ratio; inhibition, % at 4.98 µM; hit rate 0.38% among 360,000; AID 624267; in the data active = inhibition above about 21%;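 note: 0% = vehicle only and 100% = reference blocker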
Granule exo inh – lytic granule exocytosis inhibition | TALL-104 LAMP-1 surface exposure, flow cytometry; cells stimulated with thapsigargin and PMA | inhibition, % at 10 µM | hit rate 0.66% among 360,000;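 active = inhibition above about 55%, limit read from the data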
NR2F2 inh – NR2F2 (human) inhibition, primary screen. P24468. HEK293T NGFI-A luciferase reporter, luminescence. inhibition, % at 8.6 µM. hit rate 0.7% among 370,000. AID 686940;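 active = inhibition above a per-plate cutoff, mean inhibition of test wells between control levels plus 3 SD, cut at about 38% in these data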;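 note: cells cotransfected with COUP-TFII expression vector driving the NGFI-A reporter; 0% = median of COUP-TF2 test wells and 100% = reporter-only cells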
Target sequence (P24468 whole entry, looked up): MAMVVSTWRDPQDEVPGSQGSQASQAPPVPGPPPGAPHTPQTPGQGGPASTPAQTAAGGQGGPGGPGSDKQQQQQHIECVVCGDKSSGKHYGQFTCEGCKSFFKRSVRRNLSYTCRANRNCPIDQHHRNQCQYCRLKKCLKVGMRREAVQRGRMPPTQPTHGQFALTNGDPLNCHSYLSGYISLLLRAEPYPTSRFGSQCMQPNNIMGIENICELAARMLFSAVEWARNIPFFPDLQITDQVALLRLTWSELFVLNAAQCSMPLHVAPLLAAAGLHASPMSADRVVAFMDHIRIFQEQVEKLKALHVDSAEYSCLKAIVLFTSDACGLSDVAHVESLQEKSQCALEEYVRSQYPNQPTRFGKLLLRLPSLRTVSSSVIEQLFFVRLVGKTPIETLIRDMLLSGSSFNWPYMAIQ
TWEAK-Fn14 inh – TWEAK-Fn14 signaling inhibition; TWEAK-stimulated Fn14 reporter cells, luciferase luminescence, 8 h; AID 1159606; hit rate 2% among 360,000; inhibition, % at 10 µM; in the data active = inhibition above about 50%
SRC3 inh – inhibitors of human steroid receptor coactivator 3 (SRC3). Q9Y6Q9. HEK293 GAL4-SRC3 luciferase reporter, luminescence. inhibition, % at 3.6 µM. hit rate 0.17% among 360,000. AID 588352;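 active = inhibition above a per-campaign cutoff, the mean of all compounds plus 3 SD, cut at about 60% in these data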;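 note: 0% = DMSO-treated cells and 100% = gossypol-treated cells at 36 µM; higher means less SRC3-driven luciferase light from the GAL4 reporter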
SRC1 inh – inhibitors of human steroid receptor coactivator 1 (SRC1); Q15788; AID 588354; HEK293 GAL4-SRC1 luciferase reporter, luminescence; inhibition, % at 3.6 µM; hit rate 0.12% among 360,000;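 active = inhibition above the campaign mean plus 3 SD, with each screening campaign given its own cutoff, cut at about 60% in these data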;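 note: 0% = DMSO treated cells and 100% = gossypol at 36 µM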
ABHD5 PLIN5 PPI – ABHD5-PLIN5 protein interaction inhibition; Q00G26+Q8WTS1; Split G. princeps luciferase complementation, luminescence, 4 h; inhibition, % at 4 µM; hit rate 0.78% among 360,000; AID 602281;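 active = inhibition above the mean inhibition across every tested compound plus 3 SD, cut at about 22% in these data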;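 note: 0% = DMSO only wells and the 100% control is not disclosed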
TLR9-MyD88 inh – TLR9-MyD88 interaction inhibition; inhibition, % at 4.98 µM; hit rate 0.21% among 340,000; CHO BLA complementation TLR9-MyD88, CCF4 FRET ratio; AID 504734; Q9NR96+Q99836;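 active = inhibition above the mean over all tested compounds plus 3 SD, cut at about 21% in these data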;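 note: 0% = DMSO only wells and 100% = clavulanate BLA inhibitor control wells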
* marks the source's active call; other numbers are inactive results; . = no result given. Only part of the results is shown; count on the stated rates, not on these rows.

SMILES	NR5A2 inv ag	TROY NFkB inh	NCOA2 inhibitor	NOD2 RIPK2 PPI	Granule exo inh	NR2F2 inh	TWEAK-Fn14 inh	SRC3 inh	SRC1 inh	ABHD5 PLIN5 PPI	TLR9-MyD88 inh
O=C(CSc1nnc2ccccn12)NC(=O)NC1CCCC1	12	10	12	-16	-3	-3	12	-4	1	-5	-5
Cc1ccc(N(CC(O)CN2C(=O)NC(C)(C)C2=O)S(=O)(=O)c2ccc([N+](=O)[O-])cc2)cc1 (stereo not given)	-13	5	5	-7	2	4	-5	2	9	-3	2
Cc1nn(C)cc1/C=N/NC(=O)C(C)(C)Oc1ccc(Cl)cc1	3	-19	-3	-22	1	6	-26	12	2	2	-5
COc1ccc(N2C(=O)C3CCCN3C2c2ccccc2Cl)cc1 (stereo not given)	2	-29	-30	-3	-2	-2	-6	13	-3	1	-5
Cc1c(Cl)cccc1NC(=O)CSc1nnc(C)n1-c1ccccc1	-1	11	-5	-11	-2	0	7	13	13	11	-8
O=C(O/N=C\c1ccc(N2CCOCC2)c([N+](=O)[O-])c1)c1ccc(F)cc1	-22	-1	-5	6	-4	-4	-22	-16	6	2	-13
Cc1cc(C)n2c(SCC(=O)NC3CCCC(C)C3C)nnc2n1 (stereo not given)	-28	-25	3	-9	-8	0	3	17	-6	-2	-9
O=C(C1COc2ccccc2O1)N1CCN(c2ccc(F)cc2)CC1 (stereo not given)	1	-13	-14	-13	-1	-3	10	9	2	-3	1
CCCCCC(=O)Nc1cc(S(=O)(=O)O)cc2cc(S(=O)(=O)O)cc(O)c12	9	-13	1	-3	-1	19	20	-16	-9	-1	-7
O=C(Nc1cc(Cl)ccc1-n1cncn1)c1ccc(Br)o1	22	15	4	-1	1	9	-4	19	12	-2	7
CCOc1ccccc1NC(=O)C(=O)NCCC1=CCCCC1	-10	-41	-3	-5	0	-13	-9	4	5	-4	11
CCOc1ccc(C2c3c(oc4ccccc4c3=O)C(=O)N2CCCN2CCOCC2)cc1 (stereo not given)	-34	-10	2	-6	2	-12	4	5	-18	3	-9
COc1ccccc1CNC(=O)COC(=O)c1nccnc1N	-12	16	1	-12	4	3	9	1	-13	-4	-3
Cc1cc(C)n2cc(CSc3nc4ccccc4s3)nc2n1	-59	-49	-41	-6	-3	-39	-14	-71	-80	3	-4
CC(C)(C)c1nc2ccc(NS(=O)(=O)c3ccc(F)c(F)c3F)cc2[nH]1	14	3	10	-3	-5	-6	-5	3	-10	1	-5
O=S(=O)(c1ccc2c(c1)OCO2)N1CCN(c2nnnn2-c2ccccc2)CC1	26	12	-3	0	0	16	1	20	5	-4	3
O=c1[nH][nH]c2c1C(c1ccc(Cl)c(Cl)c1)OC(CCc1ccccc1)C2 (stereo not given)	-18	18	-12	-4	3	2	15	.	.	-3	.
CC(Oc1cccc(Br)c1)C(=O)Nc1cccc(S(=O)(=O)N2CCOCC2)c1 (stereo not given)	24	5	24	-1	-8	4	10	19	-16	9	3
COc1ccc(N(CC(=O)NC2CCCC2)C(=O)Cn2nnc(-c3ccc(C)cc3)n2)cc1	20	11	5	5	0	6	5	0	3	0	-5
CN1/C(=C\C(=O)c2cccs2)C(C)(C)c2ccccc21	-11	-19	-6	12	2	-10	-30	-4	-26	-5	-5
CCOC(=O)N1CCc2c(sc3nc(SC(C)C)n(N)c(=O)c23)C1	-21	10	20	-1	0	7	17	1	-9	-3	9
CCc1cccc(C)c1NC(=O)C1CCCN1C(=O)NCc1ccccc1 (stereo not given)	-10	0	2	-10	-2	-12	5	-15	-7	-1	0
CC1=NN(C(=O)c2c(Br)c(C)nn2C)C(O)(C(F)(F)F)C1 (stereo not given)	8	-17	2	-1	0	-15	0	-1	-16	7	2
Cc1ccc(Nc2nc(N)c([N+](=O)[O-])c(NCc3ccco3)n2)cc1C	-143	-22	-50	-12	11	-30	18	-66	-81	-17	-2
CCOc1ccc2nc(N3CCC(C(=O)N4CCN(C(=O)c5ccco5)CC4)CC3)sc2c1	-15	-12	.	-7	1	.	6	-8	-22	3	-4
Fc1cccc(CSc2ncnc3c2ncn3C2CCCCO2)c1 (stereo not given)	-147	-34	-69	-4	13	-28	14	-79	-104	1	-15
CCOc1ccc(-c2[nH]ncc2Oc2cccc(OC)c2)c(O)c1	17	12	-22	4	50	10	21	8	-3	-12	5
COc1ccc2o/c(=N\O)c(C(=O)Nc3ccccc3OC)cc2c1	-32	-31	8	2	64*	-1	-1	-35	-42	1	-4
COc1cc2c(cc1OC)C(c1ccsc1)CC(=O)N2 (stereo not given)	18	-37	-17	2	0	-1	-1	-42	-7	-2	-6
O=C(c1cc(-c2ccc(O)cc2)on1)N1CCOCC1	-160	-1	-16	3	21	-60	34	-76	-80	-1	-8

2 of the compounds above, with each value named:
CN1/C(=C\C(=O)c2cccs2)C(C)(C)c2ccccc21
  NR5A2 inv ag = -11 | TROY NFkB inh = -19 | NCOA2 inhibitor = -6 | NOD2 RIPK2 PPI = 12 | Granule exo inh = 2 | NR2F2 inh = -10 | TWEAK-Fn14 inh = -30 | SRC3 inh = -4 | SRC1 inh = -26 | ABHD5 PLIN5 PPI = -5 | TLR9-MyD88 inh = -5

CCOC(=O)N1CCc2c(sc3nc(SC(C)C)n(N)c(=O)c23)C1
  NR5A2 inv ag = -21 | TROY NFkB inh = 10 | NCOA2 inhibitor = 20 | NOD2 RIPK2 PPI = -1 | Granule exo inh = 0 | NR2F2 inh = 7 | TWEAK-Fn14 inh = 17 | SRC3 inh = 1 | SRC1 inh = -9 | ABHD5 PLIN5 PPI = -3 | TLR9-MyD88 inh = 9

Following part
SMILES	NR5A2 inv ag	TROY NFkB inh	NCOA2 inhibitor	NOD2 RIPK2 PPI	Granule exo inh	NR2F2 inh	TWEAK-Fn14 inh	SRC3 inh	SRC1 inh	ABHD5 PLIN5 PPI	TLR9-MyD88 inh
O=C(Nc1ccc(F)cc1F)c1cccc(C(=O)Nc2ccc(F)cc2F)n1	-11	-9	9	-3	-1	-18	-33	-13	-56	1	-5
[O-]/C(=C(\C(=S)Nc1cccc2ccccc12)[n+]1ccccc1)c1cccs1	10	27	-16	1	-4	5	6	15	-16	-12	-8
CCOC(=O)c1c(NC(=O)Nc2ccc(Cl)cc2)sc(C)c1C	-4	8	21	-11	-4	-12	-50	11	-1	-7	-8
COC(CNC(=O)c1cc(S(=O)(=O)N2CCc3ccccc32)ccc1F)OC	10	10	-30	-7	0	4	-1	12	19	-6	-7
CCCc1cc(C(=O)NC(C)C2CCCO2)cs1 (stereo not given)	-8	-39	-37	-5	2	-12	0	-29	-15	1	-4
O=C(c1ccccc1)N1CCSC1=S	-6	22	18	1	0	-3	5	-7	-28	4	-1
Cc1cc2nc(C3CCCCC3)c(Cc3cccc(F)c3)n2c(C)c1Br	-6	-7	-8	-5	-1	-31	-11	20	32	-1	.
Cc1c(NC(=O)c2cc3c(=O)n4ccccc4nc3s2)c(=O)n(-c2ccccc2)n1C	-8	4	-13	-1	-1	1	-13	11	7	-2	-13
Cc1ccc(NS(=O)(=O)c2ccc(OCC(=O)Nc3cccc([N+](=O)[O-])c3)c(C)c2)cc1	7	35	-49	3	-1	2	42	6	-3	-2	10
Cc1n[nH]c(C)c1CCNC(=O)C1CCC(=O)N(CCc2cccc(F)c2)C1 (stereo not given)	17	-16	2	-7	-6	-29	58*	16	-1	10	-13
O=c1c(N2CCOCC2)coc2ccccc12	-21	-4	-6	-4	1	0	-1	2	8	-6	-11
C[C@H](CO)N1C[C@H](C)[C@@H](CN(C)C(=O)Nc2ccc(C(F)(F)F)cc2)Oc2c(NC(=O)Cc3ccccc3)cccc2C1=O	5	-16	-21	3	-4	-16	-31	-4	-11	2	1
O=C(NCC(=O)N1CCc2ccccc2C1)c1ccc(Cl)cc1Cl	1	-4	5	6	-20	-12	-18	4	8	-3	-4
CCCNC(=O)C1(C)CCN(Cc2noc(-c3ccccc3OC)n2)C1 (stereo not given)	-26	-3	-18	-4	0	-4	-9	-2	-14	0	.
COc1ccc(/C(C)=N/Nc2ncc(Cl)cc2Cl)c(O)c1	-22	11	-32	-4	0	-12	20	-4	1	-5	1
COc1cc([C@@H]2c3cc4c(cc3[C@H](O)[C@H]3COC(=O)[C@H]23)OCO4)cc(OC)c1OC	32	6	14	2	2	-57	0	27	-7	0	8
Cc1ccc(CNC(=O)COc2cccc3c2OC(C)(C)C3)cc1	10	-16	-8	-6	2	7	-2	-43	1	-2	0
Cn1c(=O)c2[nH]c(Nc3ccccc3)nc2n(C)c1=O	2	21	-3	-9	-1	9	14	29	25	3	-12
C/C(=C/Cc1c(O)cc2oc(C)cc(=O)c2c1O)COC1OC(CO)C(O)C(O)C1O (stereo not given)	9	-9	-8	4	-7	-4	-8	-2	-15	-1	9
CCNC(=O)C1CCCN(Cc2ccc(OCc3ccccc3)cc2)CC1 (stereo not given)	24	-21	-48	3	-11	-32	-6	-23	10	4	.
O=C(CNc1cccc(S(=O)(=O)N2CCCC2)c1)Nc1ccc(F)cc1F	8	-8	-18	-9	0	11	-18	17	10	-4	-4
O=C(c1cc(F)ccc1F)C1CCCN(C(=O)CCc2cnccn2)C1 (stereo not given)	-12	-9	1	2	-1	1	15	4	-9	5	-4
COc1cccc(NC(=S)NC(=O)Cc2ccc(Cl)cc2)c1	2	-10	-21	-3	-24	-27	-7	-7	4	-2	2
Cn1nc(C(F)(F)F)c2cc(C(=O)NC3CC3)sc21	10	8	2	-103	2	-6	15	17	6	-2	1
C=CCNC(=O)C1CCN(S(=O)(=O)c2ccc(Br)cc2)CC1	8	6	-17	-1	2	-10	-9	6	-1	-4	8
O=C(CSc1nc(Nc2ccccc2)nc(N2CCOCC2)n1)Nc1ccc(Br)cc1F	30	5	6	-1	2	-9	-18	4	3	-1	-5
CCOC(=O)C1=C(CSc2nc(-c3ccccc3)ccc2C#N)OC(N)=C(C#N)C1c1cccnc1 (stereo not given)	-105	11	-72	21*	1	-16	3	-45	-98	5	14
O=C(NCc1cccs1)C(NS(=O)(=O)c1cccc2nsnc12)c1ccccc1 (stereo not given)	-22	-12	-20	-4	-1	-7	3	-13	-13	-1	10
c1ccc(-c2ccccc2OCCCN2CCCCC2)cc1	2	-10	-7	0	-6	-3	15	6	6	4	-8
Cc1ccc(S(=O)(=O)CC(=O)N2CCN(c3ccc([N+](=O)[O-])cc3)CC2)cc1	24	2	-8	3	-2	12	3	13	-33	5	-3
CCOc1ccc(Nc2nc(N)nc(CSC(=S)N3CCOCC3)n2)cc1	-7	-19	-30	0	-1	-12	-20	-9	-25	1	-4
Cc1noc(C)c1C(=O)N1CCN(CCc2ccccc2)CC1	0	-7	-5	-9	0	0	0	3	7	-1	0
CCC(C)(C)c1nnc(NC(=O)c2ccc([N+](=O)[O-])cc2)s1	19	-30	-5	-1	-1	0	-16	8	-1	-2	1
CC(c1ccncn1)N(C)Cc1nc(Cc2ccccc2F)no1 (stereo not given)	-8	-25	-40	-9	-5	-12	4	11	-4	2	2
COc1ccc(-c2csc(NCCc3nc4cc(C(=O)NCCCO)ccc4n3Cc3ccc(C)cc3)n2)cc1	5	1	20	4	-24	-10	5	3	-2	0	-12
